# Screening results deposited in PubChem BioAssay by National Center for Advancing Translational Sciences (NCATS).
# GLA spleen mod: qHTS Assay for Inhibitors and Activators of Human alpha-Galactosidase From Spleen Homogenate; Alpha-galactosidase A (Homo sapiens), P06280; human spleen homogenate, 4MU-alpha-Gal fluorescence, 40 min; Potency, µM (series often up to 80 µM), without a hit: at the top dose activity change, negative = inhibition, actives largely listed as inhibitors; actives 0.008% (n = 240,000);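 also: potency is read from the fitted curve at half-maximal effect; 0% = enzyme with vehicle and -100% = no enzyme basal signal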
# Target sequence (P06280 32-429 limits assumed): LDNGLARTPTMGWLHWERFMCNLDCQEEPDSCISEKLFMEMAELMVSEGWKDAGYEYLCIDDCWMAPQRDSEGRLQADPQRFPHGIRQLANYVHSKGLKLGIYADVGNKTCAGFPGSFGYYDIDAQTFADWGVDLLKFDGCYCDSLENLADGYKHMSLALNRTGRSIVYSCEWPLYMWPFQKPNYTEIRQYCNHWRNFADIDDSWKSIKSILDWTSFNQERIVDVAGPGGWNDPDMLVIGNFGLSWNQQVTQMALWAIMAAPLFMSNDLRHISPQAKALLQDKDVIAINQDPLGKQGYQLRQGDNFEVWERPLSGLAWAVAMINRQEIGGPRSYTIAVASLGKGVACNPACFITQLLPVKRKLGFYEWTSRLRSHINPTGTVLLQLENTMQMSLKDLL
#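 Inhibition or activation of alpha-galactosidase in human spleen homogenate is scored by 4-MU fluorescence after 40 min at 37C, pH 5.0, with 1 mM substrate. AC50s come from concentration-response fitted to the Hill equation.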
# NPSR antagonist: qHTS Assay for Antagonists of the Neuropeptide S Receptor: cAMP Signal Transduction. Q6W5P4. CHO-NPSR cells, cAMP TR-FRET, antagonist mode. Potency, µM (doses to about 38.3 µM), for the others: top-dose activity change, negative = inhibition, most hits filed as inhibitors. actives 1% (n = 220,000). AID 1461, 2008; also: potency is read from the fitted curve at half-maximal effect; % is scaled to controls: 0 for no effect and ±100 for the full control effect; nearly all actives have a fitted effect of over 50% in size; many of its hits are not listed in these tables
# TexasRed fluor: Total Fluorescence Counterscreen for Inhibitors of the Interaction of Thyroid Hormone Receptor and Steroid Receptor Coregulator 2. TRb/SRC2 Texas Red total fluorescence interference. Potency, µM (series often up to 106 µM), inactives show at the top dose fluorescence change, negative = quenching. actives 0.29% (n = 280,000). AID 1479, 2009; active = well fitted curve in either direction with a large enough effect; inconclusive = small, poorly fitted or top-dose-only effect; also: potency is read from the fitted curve at half-maximal effect; % is scaled to controls: 0 for no effect and ±100 for the full control effect
#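 Human TRβ ligand-binding domain (0.6 uM) and Texas Red SRC2 peptide (20 nM) in Tris buffer with 1 uM T3 and 5% DMSO were incubated with pinned compound for 5 hr at ambient temperature. Total fluorescence was computed as S + 2P (555/632 nm).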
# Epigenetic reg: Quantitative High-Throughput Screen for Regulators of Epigenetic Control; murine LDR cells, GFP reporter derepression, 30 h; Potency, µM (titrated, usually from 53.9 µM), inactives show at the highest dose GFP activation, hits mostly activators; actives 0.2% (n = 280,000); also: potency is read from the fitted curve at half-maximal effect; % of control where 0% means no effect; nearly all actives have a fitted effect of over 60% in size
#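 Reporter derepression read as number of fluorescent GFP-positive objects, 20-120 um in size, counted by laser-scanning cytometer. Mouse LDR line with an epigenetically silenced CMV-GFP locus; compound incubation 30 h, 37 C.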
# Tau fluor cs: Counterscreen qHTS for Inhibitors of Tau Fibril Formation, Fluorescence Polarization. tau K18 P301L Alexa594 fluorescence, heparin fibrillization. Potency, µM (doses to about 57.7 µM), inactives show top-dose activity change, negative = decrease. actives 0.93% (n = 280,000). AID 1463, 2008; also: potency is read from the fitted curve at half-maximal effect; % is scaled to controls: 0 for no effect and ±100 for the full control effect; nearly all actives have a fitted effect of over 55% in size
#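 Human tau K18 P301L (15 uM unlabeled, 0.24 uM Alexa 594-labeled) in 100 mM sodium acetate pH 7 with 20 uM heparin, 6 hr at 37 C. ThT 30 uM added, 1 hr ambient; Alexa 594 FP and total fluorescence read at 555/632 nm.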
# TRb SRC2 PPI: qHTS for Inhibitors of the Interaction of Thyroid Hormone Receptor and Steroid Receptor Coregulator 2; Thyroid hormone receptor beta (Homo sapiens), P10828; TRbeta-SRC2 peptide binding, fluorescence polarization; receptor liganded with 1 µM T3; Potency, µM (doses to about 106 µM), for inactives: at the highest dose activity change, negative = inhibition, hits mostly inhibitors; actives 0.065% (n = 280,000); AID 1469, 2008;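 also: potency is read from the fitted curve at half-maximal effect; plate controls were bound peptide for no effect and peptide without receptor for full effect; nearly all actives have a fitted effect of over 50% in size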
# Target sequence (P10828 whole entry, looked up): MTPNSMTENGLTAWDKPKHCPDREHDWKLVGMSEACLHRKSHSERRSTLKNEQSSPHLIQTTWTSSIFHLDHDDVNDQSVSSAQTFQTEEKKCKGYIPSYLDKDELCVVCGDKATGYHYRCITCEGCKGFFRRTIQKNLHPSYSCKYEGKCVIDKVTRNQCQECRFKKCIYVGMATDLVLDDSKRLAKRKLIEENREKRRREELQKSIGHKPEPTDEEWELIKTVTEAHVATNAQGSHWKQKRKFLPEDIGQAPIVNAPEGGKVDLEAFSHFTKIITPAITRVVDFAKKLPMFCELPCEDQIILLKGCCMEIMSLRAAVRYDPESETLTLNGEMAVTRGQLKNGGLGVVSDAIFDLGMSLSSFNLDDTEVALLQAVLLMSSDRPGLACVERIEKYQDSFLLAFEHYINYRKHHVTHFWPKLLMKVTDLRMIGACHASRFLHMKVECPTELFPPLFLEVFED
#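 Fluorescence polarization of 20 nM Texas Red SRC2 peptide (20-aa NR interaction domain) bound to 0.6 uM human TRb ligand-binding domain, with 1 uM T3, after 5 hr at ambient temperature; inhibition seen as decreased polarization.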
# Tau FP inhib: qHTS for Inhibitors of Tau Fibril Formation, Fluorescence Polarization | Microtubule-associated protein tau (Homo sapiens), P10636 | K18 P301L tau heparin fibrillization, Alexa594 FP, 6 h | Potency, µM (series often up to 57.7 µM), for the others: top-dose activity, negative = inhibition, usual class: inhibitors | actives 0.39% (n = 280,000); also: potency is read from the fitted curve at half-maximal effect; % is scaled to controls: 0 for no effect and ±100 for the full control effect; nearly all actives have a fitted effect of over 55% in size
# Target sequence (P10636 561-689 P618L limits assumed): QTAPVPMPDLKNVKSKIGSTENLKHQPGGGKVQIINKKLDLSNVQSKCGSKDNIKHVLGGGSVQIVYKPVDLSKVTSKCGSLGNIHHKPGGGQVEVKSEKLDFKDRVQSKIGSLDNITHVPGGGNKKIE
#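 Human tau K18 […] P301L fragment, 15 uM unlabeled plus 0.24 uM Alexa 594-labeled tau (final), with compound and 20 uM heparin in 100 mM sodium acetate pH 7; 6 hr at 37 C, then Alexa 594 FP read.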
# CBFb RUNX1 block: qHTS Assay for Compounds Blocking the Interaction Between CBF-beta and RUNX1 for the Treatment of Acute Myeloid Leukemia. Runt-related transcription factor 1 (Homo sapiens) + Core-binding factor subunit beta …. AlphaScreen CBFb-His/RUNX1-biotin binding, biochemical. Potency, µM (highest dose often 59.8 µM), without a hit: at the top dose activity, negative = inhibition, usual class: inhibitors. 230,000 tested, under 10 active. AID 1477, 2009; also: % of control where 0% means no effect
#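 Read-out: AlphaScreen. Format: His-CBF-beta with biotinylated RUNX1 (30 nM each) preincubated 20 min, compound 15 min, Ni-chelate plus streptavidin beads 90 min; room temperature throughout.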
# Starred values were filed as active, the others as inactive; ? = inconclusive; . = not tested or not shown; & = joins results of further samples; [ ] = dose if it differs, or a comment. Unless noted, calls follow the shape of the dose curve; as a rule, active = well fitted curve in the direction sought with a large enough effect; inconclusive = small, poorly fitted or top-dose-only effect, or another doubt; inactive = no such curve, though single readings can be large; an effect the other way counts as inactive or inconclusive. An excerpt. The share of hits here may be higher or lower than overall.
nr	Structure	Epigenetic reg	NPSR antagonist	GLA spleen mod	TexasRed fluor	Tau FP inhib	TRb SRC2 PPI	CBFb RUNX1 block	Tau fluor cs
1	O=C(N/N=C1\CCc2ccccc21)c1ccncc1	-5.0%	6.4%	-2.4%	-0.8%	-4.8%	-0.8%	1.1%	6.7%
2	CC(C)c1ccccc1NC(=O)Cn1c(-c2ccccc2Cl)nc2ccccc21	-5.1%	-11.1%	5.3%	-0.6%	-10.8%	-5.4%	-2.9%	3.6%
3	CCOC(=O)C(CCCCCOc1ccc([N+](=O)[O-])cc1)C(=O)OCC	-0.3%	-20.7%[46.1 µM]	-6.7%	-1.6%	12.5%	-2.0%	11.3%	-12.8%
4	CS(=O)(=O)Nc1ccc(C(=O)NCCSCc2ccco2)cc1	-3.0%	10.0%[46.1 µM]	-6.0%	-3.5%	-2.7%	0.9%	8.8%	-8.0%
5	CCN(CC)C(=O)c1sc2c(c1C)c(=O)n(-c1ccc(OC)cc1OC)c(=O)n2CC(=O)c1ccc(Cl)cc1	-1.3%	.	.	2.7%	-2.3%	7.9%	.	-2.3%
6	CCCCC1=NC2(CCCC2)C(=O)N1Cc1ccc(-c2ccccc2-c2nn[nH]n2)cc1	0.0%&1.1%	-36.7%	-8.1%&6.7%	-2.2%&0.5%	-1.9%&7.0%	2.5%&-5.2%	13.3%&5.4%	-0.4%&-3.3%
7	COc1ccc(Nc2nccc(N(C)C)c2C#N)cc1	-1.7%	-14.4%	-6.9%	-0.7%	12.3%	-3.8%	3.0%	6.1%
8	FC(F)(F)c1ccccc1-c1nc(N2CCNCC2)c2ccccc2n1	-0.9%	.	-1.9%	-7.8%	-5.3%	-2.5%	.	-15.9%
9	Cn1c(=NC(=O)c2cnccn2)sc2ccccc21	0.2%	0.5%[46.1 µM]	1.6%	-5.5%	0.1%	-6.0%	-4.3%	-2.3%
10	C[N+]12CCC(CC1)[C@@H](OC(=O)C(O)(c1ccccc1)c1ccccc1)C2	4.1%[16.9 µM]	.	-10.5%[29.1 µM]	-1.9%[53 µM]	.	3.3%[53 µM]	8.1%[21.7 µM]	.
11	Cc1cccc(C(=O)NC(=S)NNC(=O)COc2ccc(Cl)cc2)c1	-2.6%	5.5%	4.3%	-1.3%	-5.9%	2.0%	4.7%	-11.1%
12	CCN1CCN(S(=O)(=O)c2ccc(OC)c(Br)c2)CC1	-7.9%	-1.3%[46.1 µM]	2.6%	1.1%	-3.5%	-18.6%	17.1%	6.3%
13	CCOc1ccc(-c2c(C)n([O-])c3c([n+]2=O)CCCC3)cc1	-1.5%	-1.1%[46.1 µM]	10.7%	0.2%	7.5%	-7.5%	-1.3%	7.1%
14	COC(=O)c1cc2oc3ccccc3c2n1Cc1c(F)cccc1Cl	0.0%	.	.	-16.6%	-4.4%	2.5%	.	-25.5%
15	COc1ccc(-c2csc(NC3OC(=O)c4ccccc43)n2)cc1 (stereo not given)	1.2%	43.6%	-6.4%	-1.3%	-9.1%	-3.0%	-2.2%	?
16	CCOC(=O)c1c(S(=O)(=O)N2CCCC(C(=O)Nc3cccc(Cl)c3)C2)c(C)n(C)c1C (stereo not given)	9.1%	.	.	-4.7%	5.3%	-8.6%	.	3.1%
17	CCCCN(CC(=O)NCCOC)C(=O)Cn1nnc2ccccc21	-2.0%	15.8%	8.6%	-1.0%	0.0%	-3.1%	2.6%	-1.7%
18	CC(=O)Nc1ccc(/C(C)=N/NC(=O)c2ccccc2Cl)cc1	0.9%	6.5%	-17.6%	-0.1%	-2.9%	6.3%	-0.8%	1.1%
19	COc1ccc2c(c1)CCN=C2Cc1ccc(OC)c(OC)c1	-0.9%	22.3%	11.2%	0.8%	7.4%	1.2%	-2.5%	9.2%
20	Cc1nc2c(c(SCC(=O)Nc3ccccc3C(F)(F)F)n1)CCC2	-3.2%	.	.	7.1%	5.9%	0.0%	.	-6.1%
21	CCCc1c(C)[nH]c2ccccc2c1=O	-0.2%	-1.4%[46.1 µM]	-5.4%	-2.7%	1.6%	2.9%	0.4%	-6.1%
22	COC(=O)C(C)Sc1snnc1-c1ccccc1 (stereo not given)	0.1%	-3.1%[46.1 µM]	3.5%	-6.8%	-6.3%	-2.8%	1.9%	-4.8%
23	N#C/C(=N\Nc1ccc(S(=O)(=O)N2CCOCC2)cc1)C(N)=S	0.0%	42.7%	3.2%	-1.2%	-0.2%	-5.7%	-5.0%	-16.8%
24	Brc1ccc(Oc2nnnn2-c2ccccc2)cc1	0.1%	-9.5%[46.1 µM]	12.4%	-2.2%	-2.2%	-10.7%	10.8%	-12.7%
25	O=[N+]([O-])c1cc(Cl)ccc1-c1nc(-c2ccncc2)no1	0.8%	6.9%	-1.7%	-2.2%	-0.1%	1.0%	-4.2%	-11.3%
26	COC(=O)c1ccc(COC(=O)CNC(=O)CNC(=O)c2ccc(C)cc2)cc1	2.3%	2.8%	-0.6%	-1.7%	-1.6%	1.2%	6.6%	2.2%
27	Cc1ccc(CN2COc3ccc4c(-c5ccccc5)cc(=O)oc4c3C2)cc1	1.1%	.	.	3.5%	1.4%	3.9%	.	-29.5%
28	C=CCN1C(=O)/C(=C\c2cc(Br)c(OCc3ccccn3)c(OC)c2)SC1=S	-0.2%	?	-4.7%	-0.1%	1.4%	-4.5%	4.8%	-5.0%
29	Cc1c(-n2c(SC(C)C(=O)NC(N)=O)nc3ccccc3c2=O)c(=O)n(-c2ccccc2)n1C (stereo not given)	0.2%	9.2%	1.9%	-0.9%	2.4%	-5.4%	7.8%	0.4%
30	CC(O)c1cccc(NC(=O)CCC(=O)O)c1 (stereo not given)	-1.0%	2.1%[46.1 µM]	8.7%	-2.1%	-5.1%	1.5%	0.9%	-1.7%
31	O=C(Nc1cnn(Cc2ccc(Cl)cc2)c1)c1ccc([N+](=O)[O-])cc1	-1.2%	-12.4%[46.1 µM]	-1.1%	-2.3%	5.3%	-0.3%	-10.7%	?
32	O=C(O)CCc1nc(-c2ccccc2Cl)no1	-1.0%	-4.1%[46.1 µM]	-0.7%	0.3%	-7.9%	-23.1%	1.4%	-4.0%
33	Cc1oc2nc(SCC(=O)N3CCCCC3)nc(N)c2c1C	-3.2%	32.0%	1.0%	-4.9%	-7.3%	-6.3%	-9.1%	-12.2%
34	CCS(=O)(=O)c1c(S(=O)(=O)CC)c2cc(C(C)(C)C)ccn2c1C(=O)c1ccc(F)cc1	-5.2%	.	.	-1.1%	1.0%	2.6%	.	-2.2%
35	COCCCNC(=O)Cn1cc2c(n1)CCCCC2	0.0%	-11.8%[46.1 µM]	4.6%	-1.6%	-1.2%	1.7%	7.8%	-1.7%
36	CCOC(=O)N1CCC(NC2CCCCCCC2)CC1	-7.2%	13.5%[46.1 µM]	9.7%	1.4%	0.6%	?	?	0.4%
37	CCCc1cc2c(cc1NC(=O)c1ccccc1F)OCO2	0.1%	-1.9%	4.8%	-3.0%	-5.4%	-0.6%	5.5%	-13.0%
38	CNC(=S)/N=C(/Nc1ccccc1)c1ccccc1	2.1%	-1.2%	-0.1%	1.9%	-6.8%	-7.6%	5.7%	-3.3%
39	CC1=C(C(=O)Nc2ccccc2)C(c2cccs2)C(C#N)=C(SCC#N)N1 (stereo not given)	-2.2%	-0.4%[46.1 µM]	4.6%	1.6%	-4.1%	2.2%	4.2%	-20.0%
40	Nc1ncnc2c1nc(Br)n2[C@H]1O[C@H]2COP(=O)(O)O[C@H]2[C@@H]1O	-0.4%	.	-11.8%	-1.9%	-3.6%	-4.4%	6.2%[21.7 µM]	-0.8%
41	C[C@@H]1CC[C@@H]2C(=O)N3[C@@H](CC[C@@H](C)[C@@H]3c3ccc(-c4ccco4)cc3)C(=O)N2[C@H]1c1ccc(-c2ccco2)cc1	0.0%[10.1 µM]	.	5.3%[17.5 µM]	-9.7%[11.2 µM]	-3.6%[11.6 µM]	3.0%[11.2 µM]	-10.7%[13.1 µM]	-6.1%[11.6 µM]
42	CC(C)[C@H](NC(=O)OC(C)(C)C)c1nnc(SCC(=O)Nc2ccc(Br)cc2)o1	-12.7%	-15.6%[46.1 µM]	-9.2%	0.7%	-10.2%	-3.4%	2.8%	-27.9%
43	CC(C)CCOc1ncnc2c1sc1nc3c(cc12)CSC(C)(C)C3	0.9%	-0.9%[46.1 µM]	-2.2%	-9.6%	2.8%	3.0%	14.2%	-11.9%
44	CCC(C)NC(=O)c1nn(-c2ccc(C)cc2)nc1CO (stereo not given)	0.2%	.	.	1.7%	?	-9.5%	.	7.4%
45	Cc1cc(-n2c(C)cc(C(=O)CN3C(=O)NC4(CCCCCC4)C3=O)c2C)no1	-1.8%	-3.1%[46.1 µM]	13.8%	0.4%	-2.1%	3.7%	-9.9%	-10.3%
46	Cc1ccc(NC(=O)C(=O)NCC2CCCO2)cc1C (stereo not given)	4.7%	3.3%	-8.0%	-0.4%	2.9%	3.9%	2.3%	-1.9%
47	CC(C)Oc1ccc(CNC(=O)c2ccc(CN3CC(=O)N4CCCCC4C3=O)cc2)cc1 (stereo not given)	0.0%	.	.	-23.1%	0.6%	0.9%	.	-6.2%
48	CCOC(=O)C1CCCN(S(=O)(=O)c2ccc(Br)s2)C1 (stereo not given)	0.0%	-6.1%[46.1 µM]	3.1%	2.0%	8.1%	-20.9%	?	-6.5%
